From PubChem BioAssay
SKKanGAS inh: inhibitors of SKKanGAS S. pyogenes growth in kanamycin (SK-promoter or general growth effect) | BacTiter-Glo, 6 h | inhibition, % at 7.5 µM | hit rate 1.3% among 300,000 | AID 1662;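 active = mean replicate score, as percent of positive control median, at least 50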;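 note: strain carries kanamycin resistance gene driven by streptokinase promoter and grows in 40 µg/ml kanamycin; loss of luminescence reflects streptokinase promoter inhibition or plain growth inhibition; 0% = median of DMSO wells and 100% = positive control at its reference dose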
MrgX1 allo act: human MrgX1 positive allosteric modulation, primary screen; hit rate 0.63% among 310,000; Q96LB2; MrgX1-HEK293, Fluo-4 calcium flux, FDSS; hits give high values; B-score at 10 µM;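 active = plate-corrected calcium response at least 3 library SD above typical, normal starting fluorescence, not activating the receptor alone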;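 note: compound read alongside a low EC10 to EC30 dose of BAM8-22 agonist; peak minus trough fluorescence over baseline measured at the second addition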
Target sequence (Q96LB2 whole entry, looked up): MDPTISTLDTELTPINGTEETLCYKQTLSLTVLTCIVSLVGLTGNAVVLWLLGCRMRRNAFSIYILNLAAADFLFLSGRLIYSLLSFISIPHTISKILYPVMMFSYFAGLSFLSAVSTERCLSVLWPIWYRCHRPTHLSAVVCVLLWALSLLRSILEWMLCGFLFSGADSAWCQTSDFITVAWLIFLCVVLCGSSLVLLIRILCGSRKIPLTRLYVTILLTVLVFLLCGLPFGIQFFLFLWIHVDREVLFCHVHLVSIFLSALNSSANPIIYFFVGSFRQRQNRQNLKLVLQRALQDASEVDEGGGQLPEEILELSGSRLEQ
MrgX1 antagonist: antagonists of human MrgX1 receptor; MRGX1-HEK293 calcium flux, Fluo-4, BAM8-22 antagonism; hits give low values; B-score at 10 µM; hit rate 1.3% among 310,000; AID 588676;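 active = calcium-response B-score plate-corrected more than 3 library SD below zero, starting fluorescence within 5 deviations, no agonist response on first addition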;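 note: peak minus trough fluorescence over baseline after final BAM8-22 challenge near maximal dose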
ANO1 activ: mouse TMEM16A channel activation, primary screen; Q8BHY3; HEK293 TMEM16A/YFP-H148Q/I152L, iodide quench fluorescence; hits give low values; B-score at 10 µM; hit rate 0.3% among 340,000; AID 623877;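 active = fluorescence-ratio B-score plate-corrected deviation score at least 3 library SD below zero, with starting fluorescence score within 5 deviations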;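 note: channel opened by trigger with iodide after compound preincubation; score built on the fluorescence ratio of max minus min over baseline; more negative score means more quench and so TMEM16A activation or potentiation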
MrgX1 ag: agonists of human MrgX1 receptor | MrgX1-HEK293 cells, Fluo-4 calcium fluorescence, agonist mode; hits give high values | AID 588627 | hit rate 0.44% among 310,000 | B-score at 10 µM;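 active = calcium response B-score plate-corrected fluorescence ratio at least 3 library SD, with starting fluorescence B-score inside 5 SD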
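Test system: HEK293 cells stably expressing human MrgX1 receptor; amount: 15,000 cells per well; doses: compound delivered in addition one of three; times: overnight plating before 1 h dye loading; detection: Fluo-4 NW calcium-flux fluorescence, kinetic read; read-out basis: B-scored fluorescence response ratio; controls: positive and negative controls per plate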
TRPC6 activator: mouse TRPC6 channel activation | HEK293-TRPC6 membrane potential dye fluorescence; hits give high values | hit rate 0.13% among 310,000 | AID 2550 | B-score at 10 µM;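 active = B-score of the integrated fluorescence ratio above library mean plus 3 SD, and starting fluorescence ratio within library mean plus 5 SD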;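 note: higher score means more depolarization so channel activation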
HDAC3 inhib: human HDAC3 inhibition | O15379 | hit rate 0.15% among 320,000 | recombinant HDAC3, fluorogenic peptide/trypsin coupled, fluorescence | inhibition, % at 8.3 µM | AID 2718; in the data active = inhibition above about 26%, passing the limit was not always enough
Target sequence (O15379 whole entry, looked up): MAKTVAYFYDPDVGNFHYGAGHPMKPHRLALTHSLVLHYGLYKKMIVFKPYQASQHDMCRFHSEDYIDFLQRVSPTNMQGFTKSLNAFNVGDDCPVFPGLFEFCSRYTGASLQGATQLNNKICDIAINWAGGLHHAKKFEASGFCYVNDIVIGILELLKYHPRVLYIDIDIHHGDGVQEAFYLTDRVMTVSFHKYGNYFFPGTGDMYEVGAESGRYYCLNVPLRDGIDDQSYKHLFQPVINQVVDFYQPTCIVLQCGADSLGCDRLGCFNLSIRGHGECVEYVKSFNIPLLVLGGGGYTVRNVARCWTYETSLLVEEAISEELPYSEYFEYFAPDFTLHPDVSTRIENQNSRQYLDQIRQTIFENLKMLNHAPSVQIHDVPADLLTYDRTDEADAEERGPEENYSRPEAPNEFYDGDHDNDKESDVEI
RGS4 act: potentiators or activators of RGS4; HEK293 M3R/inducible RGS4, carbachol calcium flux Fluo4; hits give low values; B-score at 10 µM; hit rate 0.92% among 310,000; AID 463111;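 active = B-score of the integrated calcium signal more than 4 SD below the library mean, with starting fluorescence not abnormally high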;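 note: negative B-score means reduced calcium response which marks RGS4 activation or potentiation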
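test system = M3R-expressing HEK293 line, RGS4 induced by doxycycline | probe or stimulus = carbachol at ECmax as muscarinic agonist stimulus | timing = dye loading 30 min 37 °C, buffer rest 30 min RT | signal = calcium dye Fluo4 fluorescence | evaluation = B score from integrated fluorescence ratio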
RGS4 inh: inhibitors of human RGS4 | B-score at 10 µM | hit rate 0.45% among 310,000 | P49798 | HEK293 M3R/RGS4 inducible, Fluo-4 calcium flux; hits give high values; triggered by carbachol at its EC20;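 active = B-score, a plate-corrected calcium signal, over three deviations above library mean, with baseline fluorescence within five deviations of library mean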;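 note: RGS4 expression induced by doxycycline in cells with stable M3 receptor; B-score is computed from the integrated fluorescence ratio over baseline after carbachol; higher B-score means a larger calcium signal and so more RGS4 inhibition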
Target sequence (P49798 whole entry, looked up): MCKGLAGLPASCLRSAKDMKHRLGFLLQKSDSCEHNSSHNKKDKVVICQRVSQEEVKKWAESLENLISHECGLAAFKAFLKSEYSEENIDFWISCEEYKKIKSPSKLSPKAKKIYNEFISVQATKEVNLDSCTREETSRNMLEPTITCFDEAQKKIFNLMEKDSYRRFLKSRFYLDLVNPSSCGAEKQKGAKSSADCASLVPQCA
ANO1 block: blocks the mouse calcium-activated chloride channel TMEM16A | HEK293 TMEM16A/YFP iodide influx fluorescence, ionomycin | hit rate 1.2% among 310,000 | normalized B-score (activity score, 25-100; higher = stronger inhibition) at 10 µM | Q8BHY3;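 active = ratio plate-corrected score three or more library SD toward inhibition, starting fluorescence score within five deviations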;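 note: score derived from kinetic fluorescence span divided by baseline fluorescence per well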
TRPC6 inhibitor: mouse TRPC6 channel inhibition; AID 2553; HEK293-TRPC6, membrane potential dye, ACh-evoked depolarization; hits give low values; B-score at 10 µM; hit rate 1.1% among 310,000; Q61143;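 active = B-score under library mean minus 3 SD, initial fluorescence not abnormally high, positive integrated signal ratio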;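 note: B-score derived from integrated fluorescence ratio over the kinetic read; more negative B-score means stronger inhibition of depolarization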
Active calls of the source: *; i = inactive; / = no result given.

SMILES | SKKanGAS inh | MrgX1 allo act | MrgX1 antagonist | ANO1 activ | MrgX1 ag | TRPC6 activator | HDAC3 inhib | RGS4 act | RGS4 inh | ANO1 block | TRPC6 inhibitor
O=C(NCc1ccncc1)/C(=C/c1cccc([N+](=O)[O-])c1)NC(=O)c1ccccc1 | 0.9 | i | i | i | i | i | -4.8 | i | i | i | i
COc1ccc(CNc2cc(C)cc(C)c2)cc1OC | 1.2 | i | i | / | i | i | -2.1 | i | i | i | i
CC(C)c1ccc(/C=C/C(=O)NNC(=O)c2cccnc2)cc1 | 0.8 | i | i | i | i | i | 3.5 | i | i | i | i
C=CCN(CC=C)S(=O)(=O)c1ccc(NC(=S)NC(=O)Cc2ccc(OC)cc2)cc1 | 4.5 | i | i | i | i | i | 10.6 | i | i | i | i
CCCN(CCO)C1CCN(CCc2ccccc2)CC1 | 7.8 | i | i | i | i | i | 5.8 | i | i | i | i
COc1ccc2c(c1OC)C(=O)OC2Nc1nc(-c2cccc([N+](=O)[O-])c2)cs1 (stereo not drawn) | -1.1 | i | i | i | i | i | / | i | i | i | i
CC12CN3CC(C)(CN(C1)C3c1cc(Br)ccc1O)C2=O (stereo not drawn) | 0.3 | i | i | i | i | i | 6.4 | i | i | i | i
O=C(/C=C/c1ccc(-c2ccc(F)cc2)o1)N1CCCC1 | -4.3 | i | i | i | i | i | 2.5 | i | i | i | i
COc1ccccc1-c1cc(C(=O)N/N=C\c2cn(C)nc2C)c2ccccc2n1 | 1.8 | i | i | i | i | i | 8.1 | i | i | i | -5.91*
CCCCn1nc(C(=O)O)ccc1=O | -0.4 | i | i | i | i | i | 1.3 | i | i | i | i
Cc1ccc2c(C)c(C(=O)N3CCCC(C(N)=O)C3)oc2c1C (stereo not drawn) | -5.4 | / | / | i | / | i | / | i | i | / | i
COCCN1C(=O)N[C@@H](c2ccccc2)[C@@H](C(=O)OC)[C@H]1C | 1.7 | i | i | i | i | i | -7.1 | i | i | i | i
CCOC(=O)/C=C1\CN(Cc2cc(OC)c(OC)c(OC)c2)S(=O)(=O)c2ccccc21 | 1.0 | i | i | i | i | i | 5.1 | i | i | i | i
CCOC(=O)C1=C(C(F)(F)F)Nc2ncnn2C1c1cc(OC)ccc1OC (stereo not drawn) | -6.4 | i | i | i | i | i | -3.7 | i | i | i | i
O=C(O)c1ccc(N/N=C/c2cccc3cccnc23)cc1 | 5.8 | i | i | i | i | i | 13.2 | i | i | i | i
c1ccc(Cc2ccc(OCCCNC3CCCC3)cc2)cc1 | 2.2 | i | i | / | i | i | -1.1 | -12.3* | i | i | i
Cc1cc(C)c2nc(N(CCN(C)C)C(=O)/C=C/c3cccs3)sc2c1 | 3.2 | i | i | i | i | i | 14.2 | i | i | i | i
CCOc1ccc(N(CC(=O)NC2CCCCC2)C(=O)CNC(=O)c2ccco2)cc1 | -0.5 | i | i | i | i | i | 0.3 | i | i | i | i
N#Cc1cnn(-c2cccc(Cl)c2)c1N | 11.1 | i | i | i | i | i | / | i | i | i | i
COc1ccc(-c2noc3c2-c2nc(C(C)C)sc2CC3)cc1 | 7.0 | i | i | i | i | i | 0.2 | i | i | i | i
CCC(C(=O)NCCc1c[nH]c2cc(OC)ccc12)c1ccccc1 (stereo not drawn) | 2.8 | i | i | i | i | i | 0.5 | i | i | i | i
Cc1cc(=S)[nH]c2c(C)cccc12 | 7.8 | i | i | i | i | i | 3.6 | i | i | i | i
CCOc1ccc(-n2c(Cc3cc(=O)[nH]c(=O)[nH]3)nnc2SCc2cccnc2)cc1 | -5.0 | i | i | i | i | i | 14.4 | i | i | i | i
Cc1ccc(C(OCC(O)CNC(CO)C(O)c2ccc([N+](=O)[O-])cc2)c2ccccc2)cc1 (stereo not drawn) | -0.2 | i | i | i | i | i | 2.6 | i | i | i | i
O=C(COC(=O)c1ccc(S(=O)(=O)Nc2ccccc2)cc1)NC1CCCC1 | -3.0 | i | i | i | i | i | -3.0 | i | i | i | i
CC(C)[C@H](NC(=O)OC(C)(C)C)C(=O)N/N=C/c1cccc2nccnc12 | -2.5 | i | i | i | i | i | 1.3 | i | i | i | i
Fc1ccc(CSc2nncn2NC/C=C/c2ccccc2)cc1 | 2.9 | i | i | i | i | i | 13.3 | i | i | i | i
CN(C(=O)c1cnccn1)c1c(N)n(Cc2ccccc2)c(=O)[nH]c1=O | -6.5 | i | i | i | i | i | 8.0 | i | i | i | i
CN(C)CCOc1cccc(Br)c1 | 4.3 | i | i | i | i | i | 0.0 | i | i | i | i
CCCCCCCCCC(=O)N[C@H](CN1CCOCC1)[C@H](O)c1ccccc1 | 1.5 | i | i | i | i | i | -1.7 | i | i | i | i
Cc1ccc(S(=O)(=O)N(C)C)cc1NC(=S)NCc1ccco1 | 1.7 | i | i | i | i | i | 1.0 | i | i | i | i
Cc1ccc(C(=O)O)cc1N1C(=O)c2cccc3c([N+](=O)[O-])ccc(c23)C1=O | 12.9 | i | i | i | i | i | 0.9 | i | i | i | i
C1=CC2CC1CC2CN1CCN(Cc2ccccc2)CC1 (stereo not drawn) | 4.7 | i | i | i | i | i | 2.7 | i | i | i | i
COc1cccc(/C=N\NC(=O)Cn2nnc3ccccc32)c1O | -3.0 | i | i | i | i | i | 0.4 | i | i | i | i
Cc1ccc(/C=N\NC(=O)C2CN(S(=O)(=O)c3ccccc3)CCN2S(=O)(=O)c2ccccc2)cc1 (stereo not drawn) | 11.4 | i | i | i | i | i | 7.4 | i | i | i | i
N#Cc1nc(-c2ccccc2F)oc1NCCc1ccccc1 | 5.9 | i | i | i | i | i | -0.7 | i | i | i | i
O=C(NN1C(=O)C2C3C=CC(O3)C2C1=O)c1ccccc1 (stereo not drawn) | -3.3 | i | i | i | i | i | -6.0 | i | i | i | i
CCN(CC)C(=O)c1cc2c(=O)n3cccc(C)c3nc2s1 | -4.8 | i | i | i | i | i | -26.0 | i | i | i | i
O=C(CCCCC(=O)Nc1ccccc1Cl)Nc1ccccc1Cl | 0.0 | i | i | i | i | i | 1.4 | i | i | i | i
O=C(CN1CCC(n2nnc3cc(F)ccc32)CC1)NCCc1ccccc1 | -9.5 | i | i | i | i | i | 2.2 | i | i | i | i
Cc1ccc(NC(=O)Cn2cnc3sc(C(=O)NCc4ccco4)c(C)c3c2=O)cc1Cl | 4.9 | i | i | i | i | i | 9.2 | i | i | i | i
CCOc1ccccc1NC(=O)COC(=O)c1ccccc1SCC(=O)N1CCCC1 | -0.3 | i | i | i | i | i | 2.2 | i | i | i | i
CCn1cc(Br)c(C(=O)Nc2ccc(Cl)cc2Cl)n1 | 6.5 | i | i | i | i | i | 4.8 | i | i | i | i
CCS(=O)(=O)Nc1cccc(-c2nc3cccnc3s2)c1C | 3.4 | i | i | i | i | i | 0.6 | i | i | i | i
c1ccc(Cn2nnc3c(N4CCN(Cc5ccc6c(c5)OCO6)CC4)ncnc32)cc1 | 1.4 | i | i | i | i | i | 10.4 | i | i | i | i
COc1cccc(Nc2ncccc2C(=O)O)c1 | 3.0 | i | i | i | i | i | / | i | i | i | i
CSc1nsc(SC)c1NC(=O)OCCc1ccccn1 | -1.3 | i | i | i | i | i | 0.0 | i | i | i | i
COc1ccc2oc(C(=O)OC/C(O)=C(\C#N)c3nc4ccccc4[nH]3)c(C)c2c1 | 24.6 | i | i | i | i | i | -9.9 | i | i | i | i
CCOC(=O)c1cc(-c2ccccc2)n(CCC(=O)N2CCN(c3ccc(OC)cc3)CC2)c1C | 14.8 | i | i | i | i | i | 5.6 | i | i | i | i
CCOC(=O)N1CCN(C(=O)Cc2ccc(-n3c(=S)[nH]c4ccccc4c3=O)cc2)CC1 | 0.1 | i | i | i | i | i | 4.9 | i | i | i | i

Additional results.
SMILES | SKKanGAS inh | MrgX1 allo act | MrgX1 antagonist | ANO1 activ | MrgX1 ag | TRPC6 activator | HDAC3 inhib | RGS4 act | RGS4 inh | ANO1 block | TRPC6 inhibitor
COc1ccccc1NC(=O)c1ccccc1NC(=O)c1ccccc1C(=O)O | 7.5 | i | i | i | i | i | -4.3 | i | i | i | i
Cc1cccc(CCNC(=O)CCCOc2cc(=O)n(C)c3ccccc23)c1 | -27.7 | i | i | i | i | i | 3.8 | i | i | i | i
COc1ccc(/C=N/Nc2nccnc2Cl)cc1 | -2.2 | i | i | i | i | i | 4.0 | i | i | i | i
CCc1ccc(S(=O)(=O)Nc2cc3c(cc2N2CCOCC2)n(C)c(=O)c(=O)n3C)cc1 | -0.4 | i | i | i | i | i | 1.6 | i | i | i | i
Cc1ccc(S(=O)(=O)/N=C(\N)c2ccc(F)cc2)cc1 | -10.4 | i | i | i | i | i | 3.7 | i | i | i | i
O=C(O/N=C1\CCCc2ccccc21)c1ccc(F)cc1 | 4.0 | i | i | i | i | i | 0.4 | i | i | i | i
COc1ccc(C(CNC(=O)c2ccc(S(=O)(=O)Nc3ccccc3C)cc2)N2CCOCC2)cc1 (stereo not drawn) | -13.5 | i | i | i | i | i | -1.8 | i | i | i | i
CCOC(=O)Cc1nnc(NC(=O)C(CC)Sc2nncn2C)s1 (stereo not drawn) | -3.3 | i | i | i | i | i | 11.4 | i | i | i | i
O=C(COc1ccc(F)cc1)N(c1ccccn1)C1CCCCC1 | 5.0 | i | i | i | i | i | -0.5 | i | i | i | i
O=S(=O)(Nc1ccc(N2CCOCC2)nn1)c1ccccc1 | -8.0 | i | i | i | i | i | -3.0 | i | i | i | i
CN(c1ccc(C(=O)O)cc1)S(=O)(=O)c1ccc(Cl)cc1 | -4.8 | i | i | i | i | i | 0.7 | i | i | i | i
CCCCSCc1[nH]c(=O)[nH]c1C(=O)CCCCC(=O)OCC | -3.4 | i | i | i | i | i | 5.2 | i | i | i | i
O=C(NC(Nc1ccc(F)cc1)(C(F)(F)F)C(F)(F)F)c1cccnc1 | 4.2 | i | i | i | i | i | -2.3 | i | i | i | i
CCOC(=O)CSc1nc(-c2ccccc2)nc2ccc(C)cc12 | -5.7 | i | i | i | i | i | 1.1 | i | i | i | i
Cc1ccc(C)c(Cn2nnc3c(=O)[nH]c(C4CCCN(C(=O)c5cccs5)C4)nc32)c1 (stereo not drawn) | 6.5 | i | i | i | i | i | 2.7 | i | i | i | i
COc1ccc(CCNc2nc(C)c(C(C)=O)s2)cc1OC | -2.9 | i | i | i | i | i | 8.5 | i | i | i | i
CSc1ccccc1NC(=O)Nc1cccc(Cl)c1Cl | 9.4 | i | i | i | i | i | 6.0 | i | i | i | i
CSCC[C@H](NC(=O)[C@@H]1CSC2c3ccccc3C(=O)N21)C(=O)N1CCC[C@H]1CO (stereo partly drawn) | -4.6 | i | i | i | i | i | 19.6 | i | i | i | i
